VLA-4 inh – inhibition in human VLA-4 binding assay, primary screen, VLA-4 allosteric modulator project, MLPCN library, flow cytometry, VLA-4 expressing cells; Integrin alpha-4 (Homo sapiens), P13612; ligand binding flow cytometry; inhibition, % (about 7 µM as worked out from the volumes in the protocol); 0.2% of 330,000 active; in the data active means inhibition above about 50%
Fam108B counter – mouse Fam108B serine hydrolase inhibitors, primary screen, counter-screen for RBBP9 inhibitor project, biochemical, fluorescence polarization; inhibition, % at 9.51 µM; 0.33% of 300,000 active; AID 1947, 2009; recombinant Fam108B, FP-Rh probe fluorescence polarization;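 active means inhibition above the screen mean inhibition plus 3 SD, computed separately per campaign, cut at about 18% in these data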;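 further: inhibitors lower polarization as less probe binds the enzyme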
GRK2 aptamer HTS – compounds blocking aptamer binding on GRK2 – biochemical, human GRK2, bead flow cytometry, HTS, primary screen | Beta-adrenergic receptor kinase 1 (Homo sapiens), P25098 | FAM-aptamer displacement from GRK2 | inhibition of aptamer binding, % at 10 µM | 0.59% of 330,000 active;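 active means inhibition of aptamer binding above 40%, roughly 3 SD of noise, on plates passing a quality check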;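 further: median bead fluorescence of bound FAM aptamer so fluorescent compounds give negative values; no value below 0 was filed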
BCLXL inh – inhibitors of human Bcl-xL, primary screen, biochemical, fluorescence polarization, HTS; inhibition, % at 10.9 µM; Bcl-2-like protein 1 (Homo sapiens), Q07817; GST-Bcl-xL / FITC-Bim BH3 peptide fluorescence polarization; 0.7% of 320,000 active;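 active means inhibition above the mean of all tested compounds plus 3 SD, cutoff set per campaign, cut at about 30% in these data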;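 further: 0% = DMSO wells and 100% = unlabeled Bim-BH3 peptide competitor; inhibitors lower millipolarization by displacing the labeled peptide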
Target sequence (Q07817 whole entry, looked up): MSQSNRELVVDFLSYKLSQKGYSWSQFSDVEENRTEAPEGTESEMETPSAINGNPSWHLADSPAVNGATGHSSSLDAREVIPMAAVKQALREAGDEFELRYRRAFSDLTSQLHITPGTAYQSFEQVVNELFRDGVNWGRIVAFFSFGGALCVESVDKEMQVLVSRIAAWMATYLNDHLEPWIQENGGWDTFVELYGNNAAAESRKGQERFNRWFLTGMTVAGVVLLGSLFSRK
CIT2-GFP yeast – modulators of CIT2-GFP expression in yeast, primary screen, S. cerevisiae, GFP fusion, multiplex flow cytometry, MLPCN library | S. cerevisiae CIT2-GFP strain, 3 h; 100 means same as DMSO wells | GFP response vs DMSO, % at 10 µM | 0.065% of 320,000 active;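 active means GFP response relative to DMSO above a set limit, near the screen mean plus 3 SD, cut at about 150% in these data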;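 further: ratio of well median GFP fluorescence to mean of DMSO wells on the plate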
AGP1 TOR yeast – modulators of AGP1-GFP expression in yeast TOR pathway, primary screen, cell-based, multiplex flow cytometry, S. cerevisiae, MLPCN library. 3 h; GFP as percent of DMSO wells. GFP response vs DMSO, % at 10 µM. 0.02% of 320,000 active;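 active means GFP response relative to DMSO above a set limit, near screen average plus 3 SD, cut at about 150% in these data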;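 further: median GFP channel fluorescence of the gated AGP1 strain per well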
MEX-5 binding – MEX-5 zinc finger RNA-binding disruptors – biochemical, C. elegans, fluorescence polarization, MLPCN library, primary screen; MEX-5/FITC-TCR2 RNA binding; hits give low values; Zinc finger protein mex-5 (Caenorhabditis elegans), Q9XUB2; 0.38% of 300,000 active; activity score (negative = inhibition of binding), % at 10 µM;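 active means inhibition past about -25% in most replicates, and total fluorescence under double the plate's negative control median, limit read from the data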;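 further: 0% = DMSO and -100% = 5 µM competing unlabeled TCR2 RNA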
GLD-1 RNA inh – GLD-1/TGE RNA complex disruptors, primary screen, biochemical, fluorescence polarization | inhibition, % at 5.96 µM | Female germline-specific tumor suppressor gld-1 (Caenorhabditis elegans), Q17339 | purified GLD-1 + fluorescein TGE RNA | 0.44% of 320,000 active;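 active means percent inhibition above a per-plate cutoff, the plate mean of test compounds plus 3 SD, cut at about 30% in these data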;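 further: 0% = DMSO wells with GLD-1 and probe and 100% = wells lacking GLD-1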
Target sequence (Q17339 whole entry, looked up): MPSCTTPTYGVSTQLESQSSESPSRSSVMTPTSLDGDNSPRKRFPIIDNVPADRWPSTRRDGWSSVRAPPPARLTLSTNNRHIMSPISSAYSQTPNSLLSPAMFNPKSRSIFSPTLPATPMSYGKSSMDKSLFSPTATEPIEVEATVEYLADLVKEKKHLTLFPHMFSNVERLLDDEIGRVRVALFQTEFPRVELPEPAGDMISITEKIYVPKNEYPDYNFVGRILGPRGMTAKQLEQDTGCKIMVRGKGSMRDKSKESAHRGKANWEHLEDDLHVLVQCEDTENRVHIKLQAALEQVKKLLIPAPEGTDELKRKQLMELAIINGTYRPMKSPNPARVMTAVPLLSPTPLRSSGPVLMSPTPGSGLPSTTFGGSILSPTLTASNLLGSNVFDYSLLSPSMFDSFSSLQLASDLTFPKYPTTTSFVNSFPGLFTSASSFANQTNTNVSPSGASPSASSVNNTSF
MCL1-BIM inh – inhibitors of MCL1 binding to BIM-BH3, primary screen, biochemical, fluorescence polarization | Induced myeloid leukemia cell differentiation protein Mcl-1 (Homo sapiens), Q07820 | GST-MCL1 / FITC-Bim-BH3 fluorescence polarization | inhibition, % at 10.9 µM | 0.68% of 320,000 active | AID 2057, 2009;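 active means inhibition above the mean inhibition of all tested compounds plus 3 SD, set per campaign, cut at about 40% in these data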;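 further: 0% = DMSO wells and 100% = unlabeled Bim-BH3 peptide control; higher means more loss of mP so more displacement of Bim peptide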
Target sequence (Q07820 whole entry, looked up): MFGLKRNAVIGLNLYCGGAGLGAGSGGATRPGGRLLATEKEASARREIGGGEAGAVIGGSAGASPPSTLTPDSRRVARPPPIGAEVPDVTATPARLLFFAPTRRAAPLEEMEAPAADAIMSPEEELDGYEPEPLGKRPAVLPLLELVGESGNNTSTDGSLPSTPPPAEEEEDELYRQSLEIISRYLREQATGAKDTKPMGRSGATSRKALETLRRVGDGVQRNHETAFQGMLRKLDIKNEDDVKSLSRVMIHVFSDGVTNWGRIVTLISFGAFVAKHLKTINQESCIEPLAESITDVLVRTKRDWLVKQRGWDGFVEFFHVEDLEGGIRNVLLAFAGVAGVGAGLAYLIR
An asterisk follows results filed as active; nt = no result given; [ ] = dose if it differs, or a comment. Compounds as they come. About 2.2% of those tested had a hit in this group.

SMILES	VLA-4 inh	Fam108B counter	GRK2 aptamer HTS	BCLXL inh	CIT2-GFP yeast	AGP1 TOR yeast	MEX-5 binding	GLD-1 RNA inh	MCL1-BIM inh
Cc1nn(C)cc1CN(C)C(=O)c1sc2cccc(Cl)c2c1Cl	21	1	0	8	95	92	1.2	5	5
COc1ccc(-c2cc(C(F)(F)F)n3nc(C)cc3n2)cc1	18	3	0	4	101	103	-1.9	-1	6
CCOC(=O)C1=C(NC(=O)c2ccc(Br)o2)Nc2ccccc2N=C1	-9	4	3	-2	103	103	1.5	-8	-2
CCOC(=O)C1=C(C)NC(=O)NC1c1c(C)nn(-c2ccccc2)c1Cl (stereo unspecified)	1	1	0	16	91	92	-18	5	13
COC(=O)c1ccc(COC(=O)C2CCN(S(=O)(=O)c3c(Cl)cccc3Cl)CC2)o1	14	0	5	-11	99	95	1.7	8	-6
CC1=CCC2(CO)COC(c3ccccc3O)C1C2 (stereo unspecified)	-8	2	2	4	78	93	2.7	1	3
COc1cc(C(=O)NNC(=O)c2ccccc2Br)ccc1OCC(=O)N1CCOCC1	-1	-2	1	7	99	106	1.3	-2	0
CCCC(c1nnnn1CC1CCCO1)N1CCN(c2cc(Cl)ccc2C)CC1 (stereo unspecified)	13	10	0	-3	108	117	-0.6	0	-6
COc1cc(NC(=O)C2CCCN(S(=O)(=O)c3ccc4c(c3)CCCN4C(C)=O)C2)cc(OC)c1 (stereo unspecified)	9	-4	4	9	89	94	-1.2	-12	-1
CC(=O)c1ccc(NC(=O)Cc2ccsc2)cc1	0	1	0	-2	83	88	4.0	5	-27
COc1ccc(/C=c2\s/c(=C(/C#N)C(=O)NCc3ccco3)n(-c3ccccc3)c2=O)cc1	1	-8	6	2	99	96	-11	-5	2
COc1ccc(C(=O)NC2CC2)cc1OC1CCN(Cc2ccc(F)cc2)CC1	21	nt	0	nt	115	109	0.8	nt	nt
CCC(C)/C(C)=N/NC(=O)c1ccccc1OCCOc1ccccc1 (stereo unspecified)	-46	-2	1	0	97	95	0.1	7	6
CCN(CC)S(=O)(=O)c1cccc(C(=O)OCC(=O)C23CC4CC(CC(C4)C2)C3)c1	12	-3	2	4	102	102	-0.3	7	-3
Cc1cc(C)cc(OCC(=O)Nc2cccc(-c3nnc(-c4ccco4)o3)c2)c1	-7	-19	0	5	101	108	1.3	5	-3
Cc1ccc(S(=O)(=O)NC(=O)COc2ccc([N+](=O)[O-])cc2)cc1	2	-1	0	1	101	101	-0.2	1	-1
CCOC(=O)c1ccc(NC(=O)C2CC(=O)Nc3nc4ccccc4n32)cc1 (stereo unspecified)	27	-4	0	-6	117	105	-2.1	1	-1
Cc1cc(C(=O)CSc2nnnn2C)c(C)n1Cc1ccco1	-12	-3	0	5	108	114	1.7	0	-4
CC(C)NC(=O)c1cc2c(=O)n3ccccc3nc2s1	-2	4	0	0	100	105	-0.4	1	6
Cc1ccc(C(=O)CSc2nnc(CNc3ccc(C)cc3C)o2)cc1	-4	0	0	2	110	103	1.8	0	7
CCN(CC)Cc1c(C(=O)OC(C)C)nnn1-c1nonc1N	0	-1	0	6	97	106	-0.6	4	2
O=C(N/N=C/c1cccnc1)c1cccs1	10	-1	2	1	101	109	nt	6	-5
O=C(NCC(c1ccco1)N1CCCC1)c1cccc(S(=O)(=O)Nc2ccc(F)cc2)c1 (stereo unspecified)	-2	nt	0	1	85	92	nt	-1	0
CC(=O)Nc1ccc2nc(SCC(=O)N3CCOCC3)sc2c1	3	0	0	2	95	97	-0.2	-1	0
CCCSc1nnc(-c2c[nH]c3ccccc23)n1C	1	-10	0	-9	97	99	-3.3	-2	-19
COC(=O)C(C)NC(=O)C1CCCN1S(=O)(=O)c1cc(C)c(Cl)cc1C (stereo unspecified)	9	0	3	3	106	100	-0.3	6	1
CCc1ccc(OCCNC(=O)c2ccc(S(=O)(=O)N(C)C)cc2)cc1	7	0	2	4	105	106	1.0	-4	6
Cc1cc(C)nc(-n2ncc3c2CC(c2ccccc2C)CC3=O)n1 (stereo unspecified)	47	3	0	8	94	98	0.0	-2	2
O=C(C1CCN(C2CCN(C/C(Cl)=C/c3ccccc3)CC2)CC1)N1CCOCC1	0	-5	0	5	99	106	-3.5	-1	4
CCOC(=O)c1c(NC(=O)COc2ncnc3ccccc23)sc(C)c1CC	-11	-5	7	4	89	87	5.8	1	4
CCCCC1=CC2=CC(=O)C(C)(OC(=O)CC)C(=O)C2=CN1CCN1CCOCC1 (stereo unspecified)	20	-7	0	31*	86	91	-9.9	21	37
CCCC1CCC(C2=N/C(=C\c3ccc(OC)c(OC)c3)C(=O)O2)CC1 (stereo unspecified)	14	-2	0	2	102	102	-0.5	2	1
COc1cc(/C=C(\C#N)c2nc3c(s2)CCCC3)ccc1O	-279	-1	0	-66	87	95	2.9	-117	-126
CCOC(=O)c1cc(C#N)c(SCc2ccc(C#N)cc2)nc1C	-6	2	0	1	98	104	-3.7	-3	-4
COc1ccc(CC(=O)NCCN2CCCC2)cc1	-5	-3	0	-3	93	89	1.8	10	-6
COc1ccc(C(=O)c2ccc(OC)c3cccc(O)c23)cc1OC	19	4	0	2	84	91	0.7	8	1
O=C(/C=C/c1ccc([N+](=O)[O-])cc1)NNC(=O)C1CC1	0	-1	1	-2	94	97	0.7	-3	-2
COc1ccc(N2CCN(Cc3cc(=O)oc4ccc5ccccc5c34)CC2)cc1	-3	4	0	13	100	104	1.6	8	11
CCC(Sc1nc2ccncc2[nH]1)C(=O)Nc1cc(Cl)ccc1C (stereo unspecified)	35	-2	4	-2	98	102	4.1	4	0
CCCCCCC(=O)N=Nc1c(O)[nH]c2ccc([N+](=O)[O-])cc12	10	0	0	4	105	99	1.8	0	0
Cc1ccc2oc(-c3cccc(NC(=S)NC(=O)/C=C/c4ccco4)c3)nc2c1	4	-22	1	-1	95	108	3.6	3	-4
CCOC(=O)CNS(=O)(=O)c1cc(-c2nn(C)c(=O)c3ccccc23)ccc1C	9	-1	33	2	86	99	0.4	8	6
CC(C)NC(=O)c1onc(CSc2cccc(F)c2)c1C(=O)O	nt	2	nt	3	nt	nt	2.7	0	0
CCc1cccc(C)c1NC(=O)COC(=O)c1ccc2c(c1)S(=O)(=O)c1ccccc1C2=O	3	-2	4	-1	97	92	-2.7	-2	-5
COc1ccc(Nc2nccc3c2ncn3C)cc1	-4	2	0	5	104	112	nt	6	4
COc1ccc(CN(C)c2ncnc(N)n2)cc1	-5	3	3	8	88	89	1.3	12	8
CC(C)(C)NC(=O)c1cc(-c2ccccc2)n[nH]1	-2	-1	2	0	103	115	1.8	7	-2
CC(=O)c1cccc(Nc2nc(-c3cccnc3)cs2)c1	-4	nt	0	nt	94	97	4.4	nt	nt
Cc1c(C(=O)N2CCOCC2)c(S(=O)(=O)Nc2ccc(F)cc2)c(C)n1C	11	-2	0	4	109	106	-1.0	1	4
O=C(NCc1ccc(F)cc1)c1ccc[nH]1	-3	7	0	10	103	106	1.6	-2	6
Continued:
SMILES	VLA-4 inh	Fam108B counter	GRK2 aptamer HTS	BCLXL inh	CIT2-GFP yeast	AGP1 TOR yeast	MEX-5 binding	GLD-1 RNA inh	MCL1-BIM inh
COC(=O)c1cnn(C(=O)c2ccccc2Br)c1N	4	3	1	-1	90	92	-2.5	6	-2
COc1ccc(-c2coc3cc(O[C@@H]4O[C@H](CO)[C@@H](O)[C@H](O)[C@H]4O)c(OC)cc3c2=O)cc1	6	nt	0	nt	88	97	nt	0	nt
O=c1c2c(nc3cc(-c4cccc(F)c4)[nH]n13)CCC2	4	0	0	-3	109	113	0.4	-4	-4
Cc1ccc(NC(=O)c2cccs2)cc1[N+](=O)[O-]	18	-2	0	-1	88	90	0.1	-6	-3
CCC(C)N1CCN(S(=O)(=O)c2ccc3ccccc3c2)CC1 (stereo unspecified)	3	-3	2	6	105	102	-3.6	4	6
CC(=O)c1sc(Nc2cccc3ccccc23)nc1C	1	1	0	4	94	105	0.9	0	0
COC(=O)c1sccc1NC(=O)CSCC(=O)O	3	3	0	9	100	104	2.0	1	0
Cc1cccc(NC(=O)C2CCN(S(=O)(=O)c3cccc4cccnc34)CC2)n1	15	2	5	1	115	115	0.4	-4	6
CC(C)(C)c1nc(Sc2ncccc2[N+](=O)[O-])n[nH]1	0	-2	2	2	93	102	-2.2	9	-4
CC1CC(C)CN(CCCNC(=O)c2ccc3c(c2)NC(=O)CS3)C1 (stereo unspecified)	8	-3	0	6	101	105	4.3	-1	5
COc1ccccc1CC(=O)Nc1nc(-c2ccc(F)c(F)c2)cs1	0	-7	0	4	86	95	2.4	4	2
COc1ccc(/C(C)=N/NC(=O)C2C3CCCCC32)c(OC)c1 (stereo unspecified)	21	-2	0	0	104	99	0.1	8	5
COc1ccc(C=C(C#N)C#N)c(CSc2ccccn2)c1	7	-2	0	3	107	99	-1.0	3	-4
CCOC(=O)COc1ccc2c(c1)C(=O)CC(C)(c1cccnc1)O2 (stereo unspecified)	-1	-7	0	-4	110	98	-2.2	-7	1
CNc1nc(C)c(C(=O)c2ccc(Cl)cc2)s1	-5	1	0	6	104	97	0.0	1	11
COc1cc(NC(=O)c2cccc(Cl)c2)ccc1NC(=O)c1cccs1	11	0	0	8	109	109	nt	6	2
O=C(O)CCCCCNc1ccc2nsnc2c1[N+](=O)[O-]	17	5	3	5	103	107	-0.5	0	0
COc1ccc(CNC(=S)NNC(=O)c2cc3ccccc3o2)cc1	17	-1	1	3	95	97	1.0	0	6
CCN1C(=O)[C@@H]2[C@@H](c3ccc(SC4CCCCC4)cc3)N3CCCC[C@@]3(C(=O)OC)[C@@H]2C1=O	nt	-3	nt	-2	nt	nt	12	-2	-16
Cc1ccc(C(=O)Nc2ccc(C(=O)N3CCCCC3)cc2)o1	-17	-2	2	4	100[may fluoresce green]	103[may fluoresce green]	-0.3	-1	2
Cc1cc(C)nc(SCC(=O)Nc2ccc(S(=O)(=O)N3CCCCC3)cc2)n1	33	-1	0	1	93	98	1.3	3	2
COc1ccc2sc(-c3ccccc3OC)c(-c3ccc(OC)nc3)c2c1	11	nt	0	2	96	91	nt	4	0

Compound profiles, from the list above.
`Cc1ccc(C(=O)Nc2ccc(C(=O)N3CCCCC3)cc2)o1` is entered as VLA-4 inh = -17; Fam108B counter = -2; GRK2 aptamer HTS = 2; BCLXL inh = 4; CIT2-GFP yeast = 100[may fluoresce green]; AGP1 TOR yeast = 103[may fluoresce green]; MEX-5 binding = -0.3; GLD-1 RNA inh = -1; MCL1-BIM inh = 2
`O=C(O)CCCCCNc1ccc2nsnc2c1[N+](=O)[O-]` is entered as VLA-4 inh = 17; Fam108B counter = 5; GRK2 aptamer HTS = 3; BCLXL inh = 5; CIT2-GFP yeast = 103; AGP1 TOR yeast = 107; MEX-5 binding = -0.5; GLD-1 RNA inh = 0; MCL1-BIM inh = 0

High-throughput results from PubChem BioAssay.
